H37Rv inhibition: M. tuberculosis growth inhibition, HTS (AID 449762); M. tuberculosis H37Rv growth inhibition, 7H9 media; higher % means a stronger effect; inhibition, % at 25 µM; hits with a dose series show IC50 in µM; hit rate 0.59% among 330,000; in the data active = a potency from the dose series; inconclusive = inhibition above about 70% without an active follow-up result;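 note: bacterial growth assessed after seven days of incubation; strong numbers were not always called active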
influenza NS1A: H1N1 influenza NS1A inhibitors, functional cell based assay (AID 504329) | inhibition, % at 12.5 µM; hits with a dose series show IC50 in µM | NS1A functional cell-based assay, percent inhibition; higher % means a stronger effect | hit rate 0.3% among 340,000; in the data active = a potency from the dose series; inconclusive = inhibition above about 27% without an active follow-up result; note: strong numbers were not always called active
VEEV TC-83 Vero: inhibitors of VEEV TC-83 cytopathic effect, confirmation, Vero cells (AID 588727) | Vero cells, VEEV TC-83 cytopathic effect inhibition; higher % means a stronger effect | inhibition, % at 20 µM; hits with a dose series show IC50 in µM | hit rate 0.13% among 350,000; in the data active = a potency from the dose series; inconclusive = inhibition mostly from about 14% at the one dose, without a potency; inactive = the rest, 99 in 100 with inhibition below about 12%; note: strong numbers were not always called active
tuberculosis growth: growth inhibition of non-replicating M. tuberculosis (AID 488890) | Mycobacterium tuberculosis non-replicating, growth inhibition; higher % means a stronger effect | inhibition, % at 25 µM; hits with a dose series show IC50 in µM | hit rate 0.39% among 320,000; in the data active = a potency from the dose series; inconclusive = inhibition mostly from about 82% at the one dose, without a potency; inactive = the rest, 99 in 100 with inhibition below about 76%;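 note: plate controls were DMSO cells for no effect and high antibiotic wells for full effect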
Salmonella PhoP GFP: PhoP regulon inhibitors, Salmonella typhi PhoP promoter GFP reporter, confirmatory (AID 1850); inhibition, % at 50 µM, or IC50 in µM where a hit was titrated; Salmonella Typhi PhoP-promoter GFP reporter, fluorescence, 4 h; higher % means a stronger effect; hit rate 0.33% among 310,000; in the data active = a potency from the dose series; inconclusive = inhibition mostly from about 25% at the one dose, without a potency; inactive = the rest, 99 in 100 with inhibition below about 19%;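 note: 0% = induced wells with vehicle and 100% = uninduced wells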
VEEV TC-83 Vero 10K pilot screen: second read-out of VEEV TC-83 Vero, no call of its own (marks repeat the call); inhibition, %; measured here: 10K pilot screen inhibition
* hit, by the source's call; i = inactive; u = inconclusive; x = not tested or not shown.

A first look (seven entries):
SMILES | H37Rv inhibition | influenza NS1A | VEEV TC-83 Vero | tuberculosis growth | Salmonella PhoP GFP | others
CCCN1CCN(CCCNC(=O)c2cc3c(=O)[nH]c4ccccc4c3s2)CC1 | -5.8% | -6.8% | 5.6% | 13.5% | -5.7%
O=C(Cc1cn(Cc2cccc(Cl)c2)c2ccccc12)N1CCCCCC1 | 4.3% | 18.4% | 1.8% | 1.0% | -6.1%
CCOC(=O)CNC(=O)CCCCCC(=O)NCC(=O)OCC | -8.8% | -2.9% | 1.8% | 1.0% | 3.5%
CCN(CC)C(=O)COc1ccc(-c2nnc(N3CCCCC3)c3ccccc23)cc1 | -3.2% | 3.5% | 5.2% | 15.8% | 7.8%
COc1ccc(C(=O)N2CCC(C(=O)O)CC2)cc1 | -4.8% | -1.6% | 0.6% | -3.6% | -2.9%
COc1ccc(-n2c(SCc3cccnc3)nc3c(c2=O)SCC3)cc1OC | x | 15.2% | 0.2% | x | x
NC(=O)C1c2ccccc2Oc2ccccc21 | -5.5% | -24.8% | i | 14.7% | -11.2%

The whole of this part, from the start:
SMILES | H37Rv inhibition | influenza NS1A | VEEV TC-83 Vero | tuberculosis growth | Salmonella PhoP GFP | others
CCCN1CCN(CCCNC(=O)c2cc3c(=O)[nH]c4ccccc4c3s2)CC1 | -5.8% | -6.8% | 5.6% | 13.5% | -5.7%
O=C(Cc1cn(Cc2cccc(Cl)c2)c2ccccc12)N1CCCCCC1 | 4.3% | 18.4% | 1.8% | 1.0% | -6.1%
CCOC(=O)CNC(=O)CCCCCC(=O)NCC(=O)OCC | -8.8% | -2.9% | 1.8% | 1.0% | 3.5%
CCN(CC)C(=O)COc1ccc(-c2nnc(N3CCCCC3)c3ccccc23)cc1 | -3.2% | 3.5% | 5.2% | 15.8% | 7.8%
COc1ccc(C(=O)N2CCC(C(=O)O)CC2)cc1 | -4.8% | -1.6% | 0.6% | -3.6% | -2.9%
COc1ccc(-n2c(SCc3cccnc3)nc3c(c2=O)SCC3)cc1OC | x | 15.2% | 0.2% | x | x
NC(=O)C1c2ccccc2Oc2ccccc21 | -5.5% | -24.8% | i | 14.7% | -11.2%
CC(C)CCn1c(Sc2nc3ccccc3o2)nc2c1c(=O)[nH]c(=O)n2C | 3.1% | -5.3% | 1.8% | -2.6% | -1.8%
O=C(CN1CCN(c2ccccc2)CC1)Nc1nnc(-c2ccccc2)s1 | -1.2% | -0.7% | 3.4% | 9.53µM* | -7.7%
CN(C)CCCNC(=O)Cc1ccc(Br)cc1 | -3.0% | 1.1% | 0.4% | -3.7% | 6.7%
CCOc1ccc(CCNC(=O)COC(=O)c2c(OC)cccc2OC)cc1OCC | 0.5% | -3.8% | 9.0% | 15.1% | 0.5%
O=C(Nc1ccc(Cl)c([N+](=O)[O-])c1)C(Sc1ccccc1)c1ccccc1 (stereo not given) | 2.4% | 3.1% | 3.0% | 8.8% | -18.1%
CC1CC(C)CN(S(=O)(=O)c2ccc3c(c2)oc(=O)n3CC(=O)N(C)Cc2ccccc2)C1 (stereo not given) | 3.8% | -6.2% | 1.0% | 1.2% | 24.1%
O=C(NCCCN1CCOCC1)c1ccc(NC(=O)C2COc3ccccc3O2)cc1 (stereo not given) | -2.5% | 4.3% | 0.9% | 28.9% | -1.9%
O=C(/C=C/c1ccccc1)c1ccc2c(c1)OCO2 | 5.8% | -12.3% | 7.4% | u | 5.6%
Cc1cc(NC(=O)CSCC(=O)OCC(=O)Nc2ccc(OC(F)F)cc2)no1 | -6.6% | -4.5% | 0.7% | -2.5% | x
CCC1(C)Cc2c(sc3nc(SCC(=O)O)[nH]c(=O)c23)CO1 (stereo not given) | -4.6% | -7.5% | 0.2% | -8.5% | 13.5%
CN(c1ccccc1)S(=O)(=O)c1ccc(C(=O)N2CCN(c3ccccc3F)CC2)cc1 | 4.7% | -4.0% | 5.9% | 5.1% | x
COc1cc(/C=C/c2ccc3cccc(O)c3n2)cc(Br)c1OC | u | -5.6% | 1.0% | u | -9.7%
CC(C)(C)Oc1ccccc1Nc1nc(NCCO)nc(N2CCCC2)n1 | u | -11.2% | 6.3% | 19.8% | -1.1% | VEEV TC-83 Vero 10K pilot screen=7.0
O=C(COC(=O)c1cccc(F)c1)Nc1ccc2c(c1)OCCO2 | 4.4% | -95.8% | i | 55.1% | x
O=C(C1CCCN(S(=O)(=O)c2ccccc2[N+](=O)[O-])C1)N1CCN(c2ccccc2)CC1 (stereo not given) | 2.4% | 8.2% | 6.7% | 28.3% | 0.7%
CCC(=O)N1CCN(c2nnc(-c3ccccc3)c3ccccc23)CC1 | 6.1% | -12.8% | 0.4% | -8.2% | 3.1%
CN(C)S(=O)(=O)c1cccc(NC(=S)N2CCCCC2CO)c1 (stereo not given) | -21.2% | 0.6% | 1.4% | -0.3% | 2.2%
COc1cc(-c2nc3cnccn3c2Nc2ccc(C)cc2)ccc1O | -10.8% | -8.9% | 9.8% | 17.1% | -10.0%
CCOC(=O)C1CCN(S(=O)(=O)c2cn(C)cn2)CC1 | -11.7% | -5.9% | 2.8% | -14.0% | -5.8%
Cc1ccc(SCC(=O)Nc2cc(C)on2)cc1 | -1.8% | 2.6% | 0.8% | 78.5% | -1.0%
Cc1cc(NC(=O)c2ccc3c(c2)C(=O)N(C(C)(C)C)C3=O)no1 | 0.8% | -5.8% | 1.3% | 2.1% | 0.6%
CCCCC(=O)Nc1cccc(C(=O)N/N=C/c2ccc(OC)cc2OC)c1 | -2.8% | 1.1% | 1.6% | 10.4% | -6.5%
CN(Cc1ccccc1)C(=O)c1[nH]cnc1C(=O)N[C@@H](CCCCNC(=O)OC(C)(C)C)C(=O)OC(C)(C)C | -6.1% | 2.4% | 5.5% | 69.3% | -5.5%
FC(F)(F)COc1nc(OCC(F)(F)F)nc(N2CCN(c3ccccc3)CC2)n1 | 5.3% | 4.1% | 1.4% | 49.1% | -6.4%
Cc1cccc(C(=O)NCc2nnc(SCC(=O)NC3=NCCS3)n2C)c1 | -6.7% | 6.9% | 1.9% | -5.0% | -1.1%
CC1=Nc2cc(C(=O)NCC3CCCO3)ccc2Sc2ccc(C)cc21 (stereo not given) | 4.5% | 1.2% | 11.2% | -1.2% | 7.3%
O=C1CCc2cc(S(=O)(=O)NCCC(=O)N3CCN(c4cccc(Cl)c4)CC3)ccc2N1 | 1.5% | 6.9% | 0.1% | 37.4% | -4.6%
CCOC(=O)Cn1ccc(-c2ccccc2)c(C#N)c1=O | -2.9% | -5.8% | 0.1% | 2.3% | -7.4%
Cc1cc(C)cc(NC(=O)CCCN2C(=O)C(c3ccccc3)Oc3cccnc32)c1 (stereo not given) | -2.8% | -0.5% | 7.4% | -3.6% | 1.4%
COc1ccc(CNC(=O)C2CCCN(S(=O)(=O)c3ccc4c(c3)C(C)(C)C(=O)N4C)C2)cc1 (stereo not given) | -3.2% | 0.1% | 0.6% | 13.0% | -11.3%
CCC(C)(C)NC(=O)C1CCN(c2nc(C)cc(C)n2)CC1 | -1.8% | -5.7% | i | -9.8% | -8.1%
Cc1nn(-c2nc(-c3ccco3)cc(C(F)(F)F)n2)c(C)c1Br | 4.3% | -2.4% | 1.3% | 23.9% | -6.1%
COc1ccccc1OCCn1cc(C(=O)C(C)C)c2ccccc21 | -1.7% | -20.0% | 1.6% | -2.4% | -4.2%
Cc1cc(=O)oc2cc3c(cc12)OCO3 | -1.8% | -10.0% | i | -4.1% | -0.2%
COc1ccc([N+](=O)[O-])cc1NC(=O)C1(c2ccc(OC)c(OC)c2)CCOCC1 | 16.3% | x | 1.2% | -11.0% | 2.7%
COc1cccc(-c2nc(NC3CCCC3)c3ccccc3n2)c1O | 48.4% | 6.2% | 9.4% | 24.4% | 8.5%
CCCOc1ccc(Oc2ccc(S(=O)(=O)N3CCN(C)CC3)cn2)cc1 | -8.1% | 1.1% | 1.7% | -4.9% | 0.2%
COc1ccc2cc3c(N)c(C(=O)N4CCCC4)sc3nc2c1 | 33.0% | x | x | 18.4% | 8.1%
Cc1cccc(-n2c(O)c(C=NCCCN3CCOCC3)c3ccccc3c2=O)c1 | -10.5% | 0.7% | 1.6% | -1.8% | 5.9%
Nc1nnc(SCc2ccccc2)n1-c1ccccc1 | -19.3% | -9.1% | i | 2.1% | 2.6%
O=C(c1cnn2c(C(F)(F)F)cc(-c3ccccc3)nc12)N1CCOCC1 | -2.5% | -5.5% | 2.6% | 14.4% | 1.8%
COc1ccc(CN2CN(S(=O)(=O)c3ccccc3)c3nc4ccccc4nc32)cc1 | 6.6% | 17.1% | 3.3% | 47.8% | 1.4%
CCOc1ccc2c(c1)C(c1ccc(C)o1)=NNC(c1ccncc1)=N2 | 15.9% | 11.0% | 0.6% | 33.9% | 6.5%
CN(CC(=O)Nc1ccc(Cl)c(C(F)(F)F)c1)C(=O)CCc1nc2ccccc2c(=O)[nH]1 | -2.9% | -3.6% | i | 8.8% | x
COCc1nnc(NS(=O)(=O)c2ccc(NC(C)=O)cc2)s1 | -0.1% | -1.4% | 0.3% | -4.8% | -1.6%
COc1ccc(N2CCN(C(=O)COC(=O)COc3ccc(C#N)cc3)CC2)cc1 | -5.9% | -7.3% | 2.0% | -9.1% | 6.1%
COc1cccc(N2CCN(c3cnc4ccccc4n3)CC2)c1 | -5.4% | -6.4% | 0.8% | 16.7% | 2.4% | VEEV TC-83 Vero 10K pilot screen=2.0
Cn1c(N)c(C(=O)COC(=O)c2ccc(Br)o2)c(=O)n(C)c1=O | 1.6% | -18.1% | 0.9% | -9.9% | -7.7%
CC(C)OCCCNC(=O)[C@H]1N2C(=O)c3ccccc3C2SC1(C)C (stereo not given in full) | 2.3% | -0.5% | 0.5% | 9.1% | 5.5%
Cc1ccccc1OC(C)C(=O)Nc1ccc(S(=O)(=O)Nc2nccs2)cc1 (stereo not given) | -6.0% | 0.2% | 1.8% | 19.4% | 5.4%
O=C(CSc1nnc(-c2ccccn2)o1)Nc1ccc(F)cc1 | -2.7% | -4.0% | i | -7.3% | -10.2%
CC1CCN(c2ccc3nnc(CCC(=O)NC(C)C)n3n2)CC1 | -5.2% | -1.4% | 0.1% | -5.8% | -6.7%
CC1CC(C)CN(C(=O)c2nn(C)c3c2CSc2ccccc2-3)C1 (stereo not given) | 0.7% | -0.4% | 5.2% | 46.6% | 3.8%

The list continues:
SMILES | H37Rv inhibition | influenza NS1A | VEEV TC-83 Vero | tuberculosis growth | Salmonella PhoP GFP | others
CCN(CC)S(=O)(=O)c1ccc(C(=O)N2CCc3ccccc32)cc1 | -5.0% | -3.6% | i | -16.4% | 4.2%
CCCCn1c(N)c(N(CCC(C)C)C(=O)COC(=O)c2cccnc2OCC)c(=O)[nH]c1=O | 6.3% | 2.6% | 2.1% | 15.8% | x
O=C(N[C@@H](Cc1ccccc1)C(=O)NC1CCCCCC1)c1ccco1 | -0.1% | -25.1% | 1.2% | 7.2% | -9.2%
Cn1nccc1C(=O)Nc1cccc(C(F)(F)F)c1 | 0.2% | 8.7% | 0.1% | 16.4% | 6.5%
c1ccc(CCn2cccc2)nc1 | x | 2.0% | 0.7% | x | x
CCN(CC)S(=O)(=O)c1cccc(-c2nnc(SCCOc3ccccc3)o2)c1 | -0.7% | -1.3% | 0.6% | 23.6% | 3.4%
Cc1ccc(NC(=O)C2CCCCC2)c(O)c1 | 20.3% | x | x | 1.6% | -1.1%
Cc1ccc(S(=O)(=O)NCC(=O)OCC(=O)Nc2ccccc2OC(F)F)cc1 | -3.6% | -9.4% | 4.8% | -8.1% | -5.4%
COc1ccc(CCN2CC(C(=O)NCc3cc(C(C)C)no3)CCC2=O)cc1 (stereo not given) | x | 0.2% | i | x | x
COc1ccc(C(=O)N[C@H]2CCCCNC2=O)cc1OC1CCN(C(C)C)CC1 | -3.0% | -1.4% | 6.5% | -0.4% | 3.8%
O=C1OCC(c2ccccc2)=C1c1ccc(S(=O)(=O)N2CCOCC2)s1 | 2.7% | -8.9% | 0.6% | 19.2% | -15.2%
O=C(CCc1ccccc1)Nc1ccc2c(c1)C(=O)OC2 | -1.9% | -0.5% | 0.7% | -15.7% | 5.7%
Cc1noc(C)c1S(=O)(=O)Nc1ccccc1OC(F)(F)F | -4.8% | 0.5% | 2.1% | 3.7% | 2.3%
COc1ccccc1C(=O)NC(=O)COC(=O)CCOc1ccccc1C | -1.5% | -9.9% | 2.2% | 10.5% | 5.0%
CC(C)NC(=O)COc1ccc(S(=O)(=O)N(C)Cc2ccccc2)cc1 | 2.0% | 13.0% | 2.9% | 40.1% | 0.1%
CCOC(=O)NC(=O)c1cn(CCNCCO)c(=O)[nH]c1=O | -3.0% | 9.4% | 1.2% | -13.7% | -0.7%

No enrichment for hits; any-hit rate near 1.4%.
